# Coupling enz – inhibits coupling enzyme system, counter-screen for aldolase hits | coupling enzyme system counterscreen, AmpLite Red fluorescence | activity change, negative = inhibition, % at 58.2 µM, hits read low | 290,000 compounds, 0.67% hits | AID 2472; in the data active means activity change below about -30%
#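 Coupling enzymes only (glyceraldehyde-3-phosphate) + compound, at 57.5 uM final, 10 min RT; add substrate/coupling/AmpLite Red mix, 20 min RT; fluorescence ex 525/em 598 nm. Actives flag coupling-system interference.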
# An asterisk follows results filed as active; & = joins results of further samples. On the % scale 0 is the no-effect control and ±100 the full control effect. Not all compounds are listed. The share of hits here may be higher or lower than overall.
SMILES,Coupling enz
CCCC[C@H](NC(=O)[C@H](CO)NC(=O)[C@H](Cc1ccc(O)cc1)NC(=O)[C@H](CO)NC(C)=O)C(=O)N[C@@H](CCC(=O)O)C(=O)N[C@@H](Cc1cnc[nH]1)C(=O)N[C@H](Cc1ccccc1)C(=O)N[C@@H](CCCNC(=N)N)C(=O)N[C@@H](Cc1c[nH]c2ccccc12)C(=O)NCC(=O)N[C@@H](CCCCN)C(=O)N1CCC[C@H]1C(=O)N[C@H](C(N)=O)C(C)C,0
CC(C)[C@@H](CC(=O)N[C@@H]1CCCC[C@H]1C(=O)N[C@H](CC(=O)N[C@@H](CCC(=O)O)CC(=O)O)Cc1c[nH]c2ccccc12)NC(=O)C[C@H](CO)NC(=O)[C@@H]1CNCC[C@H]1N,5
COc1ncc2nc(-c3ccccc3)c(=O)n(Cc3cccs3)c2n1,0
COc1ccccc1CN1CC[C@@]2(CCCN(S(=O)(=O)c3ccccc3)C2)C1,4
CC(C)NC(=O)N1CCCC2(CCN(S(=O)(=O)c3ccccc3)CC2)C1,1
CC(C)(C)OC(=O)NCCCC1=CC2=CC(=O)C(C)(O)C(=O)C2=CO1 (stereo not given),3
COc1cccc(-c2nc(NCCN3CCOCC3)c3ccccc3n2)c1,-1
c1cncc(CNc2ccnc(-c3ccc4c(c3)OCO4)n2)c1,-1
COC(=O)C(=Cc1cc(Br)c(OC)c(Br)c1)C(=O)OC,3
CC(=O)N1CCC2(CC1)CN(Cc1ccccc1)C2,0
COc1ccc(-c2ccc3c(n2)CCCN3C[C@H](O)CN2CCCc3nc(C)c(C)cc32)cc1,-10
CCCCC/C=C\C/C=C\C/C=C\CCCCC(=O)NCCCC(=O)O,3
O=C(c1ccncc1)N1CCC2(CC1)CCN(C(c1ccccc1)c1ccccc1)CC2,1
CC[C@H](C)[C@H](NC(=O)[C@H](C)NC(=O)[C@H](CC(=O)O)NC(=O)[C@H](CO)NC(=O)[C@@H](N)Cc1cnc[nH]1)C(=O)N[C@@H](Cc1ccccc1)C(=O)N[C@H](C(=O)N[C@@H](CCC(N)=O)C(=O)N[C@@H](CCC(N)=O)C(=O)N[C@@H](Cc1ccc(O)cc1)C(=O)N[C@@H](CO)C(=O)N[C@@H](CCCCN)C(=O)N[C@@H](CC(C)C)C(=O)N[C@@H](CC(C)C)C(=O)N[C@@H](C)C(=O)N[C@@H](CCCCN)C(=O)N[C@@H](CC(C)C)C(=O)N[C@@H](C)C(=O)N[C@@H](CC(C)C)C(=O)N[C@@H](CCC(N)=O)C(=O)N[C@@H](CCCCN)C(=O)N[C@@H](Cc1ccc(O)cc1)C(=O)N[C@@H](CC(C)C)C(=O)N[C@@H](C)C(=O)N[C@@H](CO)C(=O)N[C@H](C(=O)N[C@@H](CC(C)C)C(=O)NCC(=O)N[C@@H](CO)C(=O)N[C@@H](CCCNC(=N)N)C(=O)N[C@H](C(=O)N[C@@H](CO)C(=O)N1CCC[C@H]1C(=O)N1CCC[C@H]1C(=O)N1CCC[C@H]1C(N)=O)[C@@H](C)O)[C@@H](C)CC)[C@@H](C)O,1
COc1ccc(OC[C@@H](CO)OC)cc1,2
COc1cccc([C@@H]2Oc3ccc(Br)cc3C[C@H]2OC(=O)N[C@H](C)C2CCCCC2)c1,1
CC(C)C(N)C(=O)NC(Cc1c[nH]c2ccccc12)C(=O)O (stereo not given),-4
COC(=O)[C@@]1(Cc2ccc(OC)cc2)[C@H]2c3cc(C(=O)N(C)C)n(Cc4ccccn4)c3C[C@H]2CN1C(=O)c1ccccc1,2
COc1cc(O)c(C(=O)O)c(O)c1,2
CC1(C)CC(=O)c2c(oc3cc4c(cc23)OCO4)C1,3
COC(=O)[C@@]1(Cc2ccccc2)[C@H]2c3cc(C(=O)N4CCCC4)n(Cc4ccc(C(F)(F)F)nc4)c3C[C@H]2CN1C(=O)c1ccccc1,2
O=S(=O)(c1ccccc1)N1CCC2(CC1)CN(Cc1ccccc1)C2,-4
O=c1c(-c2cccs2)nc2cnc(N3CCNCC3)nc2n1C1CC1,-3
O=C(c1cnccn1)N1CCC2(CCN(Cc3cc(C(F)(F)F)cc(C(F)(F)F)c3)CC2)CC1,1
CCC(C)CCCCC(=O)N[C@@H](CCN)C(=O)N[C@H](C(=O)N[C@@H](CCN)C(=O)N[C@H]1CCNC(=O)C([C@@H](C)O)NC(=O)[C@@H](CCN)NC(=O)[C@H](CCN)NC(=O)[C@H](CC(C)C)NC(=O)[C@@H](CC(C)C)NC(=O)[C@H](CCN)NC1=O)[C@@H](C)O (stereo not given in full),0

# 2 entries drawn at random from those above, as already listed:
SMILES,Coupling enz
COc1ccccc1CN1CC[C@@]2(CCCN(S(=O)(=O)c3ccccc3)C2)C1,4
O=c1c(-c2cccs2)nc2cnc(N3CCNCC3)nc2n1C1CC1,-3

# Going on with the list.
SMILES,Coupling enz
Cc1ccccc1-c1nc(N(C)C)c2ccccc2n1,4
Nc1nc2c(nc(Br)n2C2CC(O)C(CO)O2)c(=O)[nH]1 (stereo not given),0
CCCCCCCCCCOCCC(=O)O,-3
CCC(C)c1ccc(O[C@@H]2O[C@H](CO)[C@@H](O)[C@H](O)[C@H]2NC(C)=O)cc1 (stereo not given in full),0
CCCCC/C=C\C/C=C\C/C=C\C/C=C\CCCC(=O)O[C@H](COCCCCCCCCCCCCCCCC)COP(=O)([O-])OCC[N+](C)(C)C,1
Fc1cccc(/C=N\N=C/c2cccc(F)c2)c1,2
O=C(Nc1cccc(F)c1)N1CCC2(CC1)CCN(S(=O)(=O)c1ccccc1)CC2,0
Cc1nc2cnc(N3CCNCC3)nc2n(Cc2cccs2)c1=O,3
FC(F)(F)c1cc(NC(=S)Nc2ccc3ccccc3c2)cc(C(F)(F)F)c1,-1
O=S(=O)(c1ccccc1)N1CCC2(CCN(c3ccccc3)CC2)CC1,0
Cn1cccc1C(=O)N1CCC2(CCCN(Cc3ccc(C#N)cc3)C2)CC1,-4
COc1ncc2nc(-c3cc(F)cc(F)c3)c(=O)n(CCc3ccccc3)c2n1,-5
N#Cc1ccc(CN2CCC3(CC2)CCN(C(=O)c2cc(C(F)(F)F)cc(C(F)(F)F)c2)CC3)cc1,0
Cc1noc(C)c1C(=O)N1CCC2(CCCN(c3ccccn3)C2)CC1,-1
COc1ccc2c(c1)O[C@@H](c1cccc(C(F)(F)F)c1)[C@H](OC(=O)NCc1ccc3c(c1)OCO3)C2=O,-2
Cc1nc(NCCO)c2nc(-c3ccccc3)n(CCCN(C)C)c2n1,1
c1ccc2c(NCCN3CCOCC3)nc(-c3ccc4c(c3)OCO4)nc2c1,0
COc1ccc(OC)c(C2=Nn3c(nnc3-c3ccccc3C)SC2)c1,-4
COc1ncc2nc(-c3ccc(Cl)cc3)c(=O)n(Cc3cccs3)c2n1,2
CCCCCCC#CC1C=CC(Oc2ccc(C=O)cc2)C(CO)O1 (stereo not given),-1
Cc1cccc(CNc2nc(-c3ccccc3CN(C)C)nc3ccccc23)c1,3
COC(=O)[C@H](C)NC(=O)C/C=C\[C@@H](C)[C@H]1C=C[C@H](O)[C@@H](CO)O1,0
CCOC(=O)CCN1C(=O)[C@H]2[C@H]3[C@H](O)[C@H](O)C/C(=N/NC(=O)OCc4ccccc4)[C@H]3CC[C@@H]2C1=O,4
CCCCNC(=O)C(c1ccc(OCC(=O)OC)c(C(=O)OC)c1)N(Cc1ccccc1)C(=O)CCCCCN1C(=O)NC(c2ccc(-c3ccccc3)cc2)C(C(=O)OCc2ccccc2)=C1C (stereo not given),-3
CN(C)C1C(=O)C(C(N)=O)C(=O)C2(O)C(=O)C3C(=O)c4c(O)ccc(Cl)c4C(O)C3CC12 (stereo not given),-7

# Another view of part of the listing above.
canonical_smiles: Cc1nc2cnc(N3CCNCC3)nc2n(Cc2cccs2)c1=O
  Coupling enz: 3

canonical_smiles: FC(F)(F)c1cc(NC(=S)Nc2ccc3ccccc3c2)cc(C(F)(F)F)c1
  Coupling enz: -1

canonical_smiles: O=S(=O)(c1ccccc1)N1CCC2(CCN(c3ccccc3)CC2)CC1
  Coupling enz: 0

canonical_smiles: Cn1cccc1C(=O)N1CCC2(CCCN(Cc3ccc(C#N)cc3)C2)CC1
  Coupling enz: -4

# The list continues:
SMILES,Coupling enz
COc1ccc(CNc2ncncc2-c2ccccc2CN(C)C)c(OC)c1,3
COC(=O)C1=C(C(=O)OC)[C@@H]2Nc3ccccc3[C@@]23C[C@@H](C(=O)OC)N(S(=O)(=O)c2ccc(C(F)(F)F)cc2)C3=N1,-2
CS(=O)(=O)CCCCN=C=S,0
O=c1c(-c2ccc(F)cc2)nc2cnc(N3CCOCC3)nc2n1C1CC1,1
C/C(N[C@@H]1CSCC1O)=C1/C(=O)CC2[C@@H]1C2(C)C (stereo not given in full),3
O=C(Nc1ccccc1)N1CCCC2(CCN(C(=O)c3cccc(F)c3)CC2)C1,2
COC(=O)C1=NOC2(C=C(Br)C(OC)=C(Br)C2=O)C1 (stereo not given),2
CCCCC/C=C\C[C@@H](O)/C=C/C=C/C=C\[C@@H](O)CCCC(=O)O,-1&2
CCCCCCCC/C=C\CCCCCCCCCCCC(=O)O,12
CCN1C(C)=C(C(=O)OC)C(c2ccccc2)N2C(=O)[C@@]3(C(=O)OC)O[C@@]12C1C(=O)N(C)C(=O)C13 (stereo not given in full),1
N#CCCn1c(=O)cnc2cnc(N3CCOCC3)nc21,1
CCNc1ncc2ncc(=O)n(Cc3ccc(F)cc3)c2n1,4
C[C@H](N)C(=O)O,0
CC1(C)C(OC(=O)CCC(=O)O)CC[C@]2(C)C1CC[C@@]1(C)C2C(=O)C=C2[C@@H]3C[C@@](C)(C(=O)O)CC[C@]3(C)CCC21C (stereo not given in full),13
CCN(CC)c1ncnc2c1ncn2[C@@H]1O[C@@H](COP(=O)(O)OP(=O)(O)C(Br)(Br)P(=O)(O)O)[C@H](O)[C@H]1O,6
CC[C@H](C)[C@H](NC(=O)[C@H](Cc1ccc(O)cc1)NC(=O)[C@H](Cc1cnc[nH]1)NC(=O)[C@H](CCCNC(=N)N)NC(=O)[C@H](CC(C)C)NC(=O)[C@H](C)NC(=O)[C@H](CO)NC(=O)[C@H](Cc1ccc(O)cc1)NC(=O)[C@H](Cc1ccc(O)cc1)NC(=O)[C@H](CCCNC(=N)N)NC(=O)[C@H](C)NC(=O)[C@H](CCSC)NC(=O)[C@H](CC(=O)O)NC(=O)[C@H](CCC(=O)O)NC(=O)[C@H](C)NC(=O)[C@@H]1CCCN1)C(=O)N[C@@H](CC(N)=O)C(=O)N[C@@H](CC(C)C)C(=O)N[C@H](C(=O)N[C@H](C(=O)N[C@@H](CCCNC(=N)N)C(=O)N[C@@H](CCC(N)=O)C(=O)N[C@@H](CCCNC(=N)N)C(=O)N[C@@H](Cc1ccc(O)cc1)C(N)=O)[C@@H](C)O)[C@@H](C)CC,0
COc1ncc2ncc(=O)n(CCC#N)c2n1,3
C=C[C@](C)(O)CCC1C(=C)CC(O)C2C(C)(C)CCCC12C (stereo not given in full),3
CCC1=C2CC[C@H]3C(=O)NC(=O)[C@H]3[C@H]2[C@@]2(Cc3ccccc3)C(=NCC3CC3)OC(=O)N2C1=O,0
COCCNc1ncnc2ccc(-c3cccc(OC)c3)cc12,-24
COCC#Cc1ccc(C2C(C)CCC3C(=O)N4C(CCC(C)C4c4ccc(C#CCOC)cc4)C(=O)N32)cc1 (stereo not given),1
O=C(c1ccncc1)N1CCC2(CC1)CN(c1ccccn1)C2,0
CCC(C)CC(C)CC(C)C(=O)/C=C(/O)C(C)CC(C)C/C=C/C(C)C(O)C(C)C(O)CC1CCC(C)(C)O1 (stereo not given),6
COC(=O)c1ccc(C(NC(=O)OCc2ccccc2)/C(=C/[C@@H](C)C(=O)NCc2ccc(S(C)(=O)=O)cc2)c2cccnc2)cc1 (stereo not given in full),0
N#Cc1cccc(CS(=O)(=O)c2nnnn2C2CCCCC2)c1,-1
SMILES,Coupling enz
CC(O)[C@@H]1NC(=O)[C@H](CCCN)NC(=O)[C@@H](Cc2c[nH]c3ccccc23)NC(=O)[C@H](Cc2ccc(O)cc2)NC(=O)[C@@H](NC(=O)[C@H](N)Cc2ccccc2)CSSC(C)(C)C(C(=O)N[C@H](C(N)=O)[C@@H](C)O)NC1=O (stereo not given in full),0
COc1ccc(C2=Nn3c(nnc3-c3ccc(OC)c(OC)c3)SC2)cc1OC,-2
Cc1noc(C)c1-c1ccc2ncnc(NCc3ccc(C(F)(F)F)o3)c2c1,3
CCCCNc1nc(C)nc2c1nc(C)n2CCC,-2
Cc1noc(C)c1-c1ccc2ncnc(NC3CCNCC3)c2c1,3
O=C(Nc1cccc(F)c1)N1CC2(CCN(S(=O)(=O)c3ccccc3)CC2)C1,-3
Cc1ccccc1-c1cncnc1NC1CCNCC1,4
Cc1noc(C)c1-c1ccc2ncnc(NCc3ccccc3C(F)(F)F)c2c1,-1
CC(C)NC[C@H](O)c1ccc2ccccc2c1,1&0
COc1ccc(-n2c(=O)c(CCc3ccccc3)nc3cnc(N4CCOCC4)nc32)cc1,2
Cc1nc2cnc(N3CCOCC3)nc2n(C[C@H]2CCCO2)c1=O,1
CC(C)Oc1ccc2c(=O)c3cc(C(=O)O)ccc3oc2c1,11
COC(=O)c1c(Cl)c(Cl)c(C(=O)OC)c(Cl)c1Cl,1
C=C1c2ccccc2O[C@H](C(=O)OCC)[C@@H]1CC(C)(C)c1ccccc1,-2
CCN(CC)CCCCn1c(-c2ccccc2)nc2c(NC3CCCCC3)nc(C)nc21,3

# High-throughput results as filed in PubChem.
